SKBR3 24h inh = SK-BR-3 proliferation inhibitors, primary screen, cell-based, human, 24 h. SK-BR-3 viability, CellTiter-Glo ATP luminescence; active compounds read low. viability, % at 10 µM. 41,000 tested, 0.47% active. AID 847, 2007;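 active = viability at or below the median of all test compounds minus 3 SD, in both replicates if run twice, cut at about 45% in these data; inconclusive = duplicate replicates that disagree with each other; inactive = viability above that cutoff in every replicate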;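 note: 100% = median untreated cell wells and 0% = median positive control drug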
Active calls of the source: *; ? = inconclusive. A portion of the library; count on the stated rates, not on these rows.

SMILES	SKBR3 24h inh
COc1ccc(S(=O)(=O)N2CCN(Cc3ccccc3)CC2)cc1	80
O=C(CSc1ccccn1)c1ccc2c(c1)OCO2	91
CCCc1cc(=O)n2[nH]cnc2n1	91
O=c1[nH]c(N2CCOCC2)nc2c1CCCC2	95
O=C(c1cccnc1)N1CCN(Cc2ccc3c(c2)OCO3)CC1	90
Cc1ccc(S(=O)(=O)NC2(C(F)(F)F)NC(=O)N(C)C2=O)cc1 (centres undefined)	92
COc1ccc(-c2nc(C#N)c(NC(C)c3ccccc3)o2)cc1OC (centres undefined)	93
CCN(CC)CCCN1C(=O)C(O)=C(C(=O)c2ccc(C)o2)C1c1cccs1 (centres undefined)	88
Cc1ccc(NC(=O)CS(=O)(=O)c2c[nH]c3ccccc23)c(C)c1	95
CCOc1ccc(Oc2nc(Nc3ccc(C)cc3)nc(N(C)C)n2)nn1	86
[O-][N+]12CCN(CC1)c1ccccc12	89
CCOC(=O)Cn1cnc2sc3c(c2c1=O)CCC3	102
O=C(NCCCN1CCCC1)C1CCC(=O)N1C1CCCCC1 (centres undefined)	86
Cc1nc2sc(C(c3ccc(Cl)cc3)N3CCOCC3)c(O)n2n1 (centres undefined)	105
O=S(=O)(c1ccc(S(=O)(=O)N(Cc2ccc(F)cc2)C2CCCC2)cc1)N1CCCC1	70
O=C(Cc1ccccc1)N[C@H](c1ccccc1)P(=O)(O)CO	77
CCOC(=O)C1Cc2c([nH]c3ccccc23)CN1 (centres undefined)	94
CN(C)S(=O)(=O)N1CCN(C(=O)N2CCCCC2)CC1	85
COCC(C)NC(=O)NC(=O)c1ccc(Cl)cc1 (centres undefined)	93
C=C(C)Cn1c(SCC#N)nc2ccccc2c1=O	93
N#CC1=C(N)N(c2ccccc2)C(c2ccccc2)C1(C#N)C#N (centres undefined)	75
CSc1nc(N)nc(SCC(=O)c2ccc(C)cc2)c1C#N	60
C=CCn1c(N)c(C(=O)OCCC)c2nc3ccccc3nc21	83
CC(C)C(=O)NCCn1ccc2ccccc21	103
CC1(C)C(=O)OC(C(=O)c2ccccc2)C(C)(C)C1=O (centres undefined)	98
Cn1c(NC(=O)c2cccc(Cn3cc(Cl)cn3)c2)nc2ccccc21	85
COc1ccc(/C(O)=C2/C(=O)C(=O)N(CCN(C)C)C2c2ccc(F)cc2)cc1Cl (centres undefined)	76
O=C1CC(c2cc3c(cc2Br)OCO3)C2=C(CCCC2=O)N1 (centres undefined)	96
CCNC(=O)CN(C1CCCCC1)S(=O)(=O)c1ccc(F)cc1	84
CCOC(=O)C1=C(CN2CCSCC2)NC(=O)NC1c1cc(C)ccc1C (centres undefined)	83

Entries listed so far with a cyano group (4):
SMILES	SKBR3 24h inh
COc1ccc(-c2nc(C#N)c(NC(C)c3ccccc3)o2)cc1OC (centres undefined)	93
C=C(C)Cn1c(SCC#N)nc2ccccc2c1=O	93
N#CC1=C(N)N(c2ccccc2)C(c2ccccc2)C1(C#N)C#N (centres undefined)	75
CSc1nc(N)nc(SCC(=O)c2ccc(C)cc2)c1C#N	60

Back to the main list with the seven entries that preceded the break.
SMILES	SKBR3 24h inh
CC(C)C(=O)NCCn1ccc2ccccc21	103
CC1(C)C(=O)OC(C(=O)c2ccccc2)C(C)(C)C1=O (centres undefined)	98
Cn1c(NC(=O)c2cccc(Cn3cc(Cl)cn3)c2)nc2ccccc21	85
COc1ccc(/C(O)=C2/C(=O)C(=O)N(CCN(C)C)C2c2ccc(F)cc2)cc1Cl (centres undefined)	76
O=C1CC(c2cc3c(cc2Br)OCO3)C2=C(CCCC2=O)N1 (centres undefined)	96
CCNC(=O)CN(C1CCCCC1)S(=O)(=O)c1ccc(F)cc1	84
CCOC(=O)C1=C(CN2CCSCC2)NC(=O)NC1c1cc(C)ccc1C (centres undefined)	83
Cc1cc2occ(CC(=O)O)c2cc1C	98
COC(=O)Cn1nc(-c2ccccc2)c2ccccc2c1=O	100
CCOC(=O)C1CCN(Cc2ccccc2C(F)(F)F)CC1	124
CNc1oc(-c2ccco2)nc1C#N	112
Cc1nc(NC(CC(C)C)C(=O)O)c2nc(C)oc2n1 (centres undefined)	95
CC(=O)c1c(C)c[nH]c1C	89
O=C(O)c1ccc(COc2ccccc2Cl)cc1	118
COc1ccccc1N1CCN(CC(O)COc2ccc3c(C)cc(=O)oc3c2)CC1 (centres undefined)	89
CN1C2C=C3C(C#N)=C(N)C(C#N)(C#N)[C@@H](c4ccsc4)[C@@H]3C1CC2 (some centres undefined)	128
OCCNc1nc2ccc(Cl)cc2[nH]1	101
Cc1ccc2c(C)[nH]c(=O)cc2c1	75
Cc1ccc(C)n1NC(=O)c1ccco1	107
COc1ccc2cc(C)c(SCC(=O)Nc3cc(C)on3)nc2c1	70
CCc1ccc(NC2=NC(C(=O)c3ccccc3)CC(=O)N2)cc1 (centres undefined)	77
CN(C(=O)c1coc(=O)c2ccccc12)c1ccc(F)cc1	84
O=C(O)CC(c1ccccc1)n1cccc1 (centres undefined)	92
COC(=O)c1cn(NC(=O)c2ccc3c(c2)OCO3)c(=O)c2ccccc12	94
COc1ccc(NC(=O)C2CCC(=O)N2S(=O)(=O)c2ccc(C)cc2)c(OC)c1 (centres undefined)	96
Nc1cc(C(=O)N2CCCC2)cc(C(=O)N2CCCC2)c1	95
O=C(C1CCC1)N1CCN(Cc2ccccc2)CC1	98
Cc1cc(C)c(Cn2c(=O)n(CCCC(=O)NCc3ccco3)c(=O)c3ccccc32)c(C)c1	89
CCOC(=O)/C=C(\C)Sc1cc(=O)oc2ccccc12	85
COc1ccc(C(=O)Cn2c(Br)nc3c2c(=O)n(C)c(=O)n3C)cc1OC	78
O=C(O)C1C2C=CC(C2)C1C(=O)Nc1cccc(F)c1 (centres undefined)	100
Nc1nsnc1C(=O)NCCO	86
COc1cc2c(C(=O)N3CCN(C4CCCCC4)CC3)cn(CC(C)C)c(=O)c2cc1OC	84
Cc1ccc(Cl)cc1N1CCN(C(=O)C2CCN(S(=O)(=O)c3c(C)nn(C)c3C)CC2)CC1	86
Nc1ccccc1-c1nc2ccccc2[nH]1	87
COc1ccc(S(=O)(=O)N2CCN(C(=O)NCc3ccccc3)CC2)cc1	84
Cc1cc(N/C=C/C(=O)c2cccc3ccccc23)no1	95
CCOc1ccc(CNc2ccc3c(c2)ncn3C)cc1	82
COc1cc(C2CC(C(F)(F)F)n3ncc(C(=O)O)c3N2)cc(OC)c1OC (centres undefined)	104
COc1ccc(OC)c(NC(=O)CSc2nnc(CCCO)n2-c2ccccc2)c1	91
Cc1c(C(=O)NC2=NCCS2)oc2ccccc12	91
Cc1ccc(Cn2c(Sc3nccc(C)n3)nc3c2c(=O)[nH]c(=O)n3C)cc1	90
Cc1cc(C)c(S(=O)(=O)Nc2nnc(C)s2)c(C)c1	87
CCc1nnc(SCC(=O)Nc2ccc(C(C)=O)cc2)nc1CC	100
CC(C)C(NC(=O)c1cccc(S(=O)(=O)N2CCOCC2)c1)C(=O)NCCc1ccccn1 (centres undefined)	85
Cc1cc(Cl)ccc1OCC(=O)Nn1c(C)ccc1C	98
O=C(CSc1ncccc1-c1nc2ccccc2[nH]1)N1CCN(c2ccccc2F)CC1	124
Cc1cccn2c(=O)c3cc(C#N)c(=NC(=O)c4ccncc4)n(Cc4ccco4)c3nc12	89
COc1ccc(CC(=O)Nc2cccc(-c3nnc(-c4cccc(C)c4)o3)c2)cc1OC	?
Cn1c(=O)c2c(nc(SCC(=O)N3c4ccccc4CCc4ccccc43)n2C)n(C)c1=O	86
COc1ccccc1OC(C)C(=O)O (centres undefined)	86
Cn1ncc2c(Nc3ccccc3Br)ncnc21	103
CCOC(=O)c1cnn(-c2nc(SC)nc3sc4c(c23)CCC4)c1N	123
O=C(O)c1[nH]nc2c1COc1ccccc1-2	87
CC(=O)C1=C(O)C(=O)N(CO)C1c1ccccc1F (centres undefined)	93
CN(C)S(=O)(=O)N1CCN(CC(=O)Nc2cc(Cl)ccc2Cl)CC1	80
CCC1(CC)NC(=O)N(CC(=O)Nc2sc3c(c2C(N)=O)CCC3)C1=O	85
Further compounds:
SMILES	SKBR3 24h inh
CC(=O)Nc1ccc(S(=O)(=O)c2c(N)n(CCN3CCOCC3)c3nc4ccccc4nc23)cc1	85
O=C(NCCCn1ccnc1)c1ccncc1	95
Cc1cc(C)nc(NC(=O)Nc2ccccc2C(F)(F)F)n1	131
COc1cccc(Oc2c(C)oc3c(CN4CCOCC4)c(O)ccc3c2=O)c1	81
COc1ccc(S(=O)(=O)c2c(N)n(Cc3ccco3)c3nc4ccccc4nc23)cc1	77
CCN1CCN(c2ncc(C(=O)Nc3c(F)cc(F)cc3Br)c3ccccc23)CC1	61
CCN(c1ccccc1)S(=O)(=O)c1ccc(C(=O)Nc2nnc(COC)o2)cc1	72
Cc1cc(C)n(-c2ncnc3c2oc2ccccc23)n1	88
CC(C)(C)NCC(=O)c1c[nH]c2ccccc12	99
COCCNC(=O)c1cc(Br)ccc1Cl	95
C=C(C)C1Cc2nc(N)nc(C)c2C1 (centres undefined)	110
Nn1c(SCC(=O)Nc2ccc(F)cc2)nnc1-c1ccccn1	84
CC(C)Cn1c(-c2cccs2)nc2nc3ccccc3nc21	113
O=C(CSc1ncc(-c2ccc(F)cc2)[nH]1)N1CCCCC1	90
CCN(CC)CCCN(Cc1cc2cc(OC)ccc2[nH]c1=O)C(=O)Nc1ccccc1	74
COCCNc1ncnc2nc[nH]c12	108
COc1ccc2c(c1)c1ncnc(N3CCN(Cc4ccc5c(c4)OCO5)CC3)c1n2C	72
Cc1cccc(OCC(=O)N2CCC(N3CCCCCC3)CC2)c1	147
Cn1cc(/C(Cc2ccccc2)=N\O)c2ccccc21	87
COc1ccc(OCC(=O)Nc2cccc(OC)c2)cc1	84

Fetched one by one from the entries so far:
SMILES	SKBR3 24h inh
CCc1ccc(NC2=NC(C(=O)c3ccccc3)CC(=O)N2)cc1 (centres undefined)	77
Cc1cc2occ(CC(=O)O)c2cc1C	98
CSc1nc(N)nc(SCC(=O)c2ccc(C)cc2)c1C#N	60
O=C(NCCCn1ccnc1)c1ccncc1	95

Continued.
SMILES	SKBR3 24h inh
NC(=O)C1(N2CCCCC2)CCN(CC(=O)Nc2ccccc2-c2ccccc2)CC1	89
O=C1C(Cl)=C(NCC2CCCO2)C(=O)N1C1CCCCC1 (centres undefined)	85
O=c1cc(CN2CCOCC2)c2c(ccc3ccccc32)o1	94
CCn1nc(C)c(NC(=O)CCCSc2nc(-c3ccco3)cc(C(F)(F)F)n2)c1C	85
COc1ccc(CN(Cc2cc3cc4c(cc3[nH]c2=O)OCO4)C(=O)NC2CCCCC2)cc1	87
CCOC(=O)c1c(C)n(C)c2ccc(O)c(CN3CCC(C)CC3)c12	62
CCOc1ccc(-n2c(=O)[nH]cc(C(=O)N3CCc4ccccc43)c2=O)cc1	89
CCOC(=O)COn1c(=O)c[n+]([O-])c2ccccc21	93
Cc1c(C(=O)NCC2CCCO2)oc2ccc(S(=O)(=O)N3CCCC3)cc12 (centres undefined)	88
Cn1c(NCc2cc(Br)ccc2O)nc2ccccc21	75
O=S(=O)(Cc1ccccc1)N1CCN(Cc2ccc3c(c2)OCO3)CC1	74
NC(=O)CSc1nc(N)c2c3c(sc2n1)CCCCC3	77
CCOC(=O)C1CCCN(C(=O)CCNS(=O)(=O)c2ccc3c(c2)CCC(=O)N3)C1 (centres undefined)	74
O=C(O)CC(NC(=O)COc1ccc(Cl)cc1Cl)C(=O)O (centres undefined)	125
C=CCSc1nc2c(c(=O)[nH]c(=O)n2C)n1C/C=C(/C)Cl	85
CCOC(=O)N1CCN(S(=O)(=O)c2ccc(C)c(C)c2C)CC1	97
CCNc1nnc(-c2ccccc2OC)s1	99
O=C1C2C(C(=O)N1c1ccc3c(c1)OCO3)C1C=CC2C12CC2 (centres undefined)	72
CS(=O)(=O)N(CC(=O)N1CCc2ccccc2C1)c1ccc2c(c1)OCO2	112
CCOC(=O)n1c(=O)oc2cc(S(=O)(=O)N3CCOCC3)ccc21	79
Cn1nnc2c(sc3nc(N4CCOCC4)c4c(c32)CCCC4)c1=O	83
COC(=O)c1[nH]c2ccc(C)cc2c1NS(=O)(=O)c1ccc(F)c(C)c1	78
Cc1cc(NC(=O)CSc2nnnn2C2CCCC2)no1	86
CCC(NS(=O)(=O)c1c(C)[nH]c(=O)[nH]c1=O)C12CC3CC(CC(C3)C1)C2 (centres undefined)	87
O=C(NCc1ccccc1)c1ccc(=O)[nH]n1	88
CCC(c1nc2ccccc2c(=O)n1CCCn1ccnc1)N1C(=O)c2ccccc2C1=O (centres undefined)	94
COc1cccc(C2c3c(oc4ccccc4c3=O)C(=O)N2CCCN2CCOCC2)c1OC (centres undefined)	89
CC(C)n1cc(/C=C(\C#N)S(=O)(=O)c2ccccc2)c2ccccc21	79
COc1ccc(CC(C(=O)Nc2cccc(F)c2)c2nn[nH]n2)c(OC)c1 (centres undefined)	92
Fc1ccc(-c2cc3nc(-c4ccccc4)cc(N4CCN(CCN5CCOCC5)CC4)n3n2)cc1	88
COc1cccc(C2c3c(oc4ccccc4c3=O)C(=O)N2CCCN(C)C)c1OC (centres undefined)	84
O=C(CCNS(=O)(=O)c1ccc2c(c1)CCC(=O)N2)NCc1cccnc1	87
CCN(CC)S(=O)(=O)c1cccc(C(=O)Nc2ccc(C#N)cc2)c1	84
Cc1ccc(C(=O)Cn2c(N3CCOCC3)nc3c2c(=O)n(C)c(=O)n3C)cc1	86
Cc1cc(-c2nc3ccccc3o2)c2ccccc2n1	107
CCOC(=O)c1[nH]c2ccc(OC)cc2c1NC(=O)CN1CCC2(CC1)OCCO2	89
COc1cccc(NC(=O)COc2ccccc2C(N)=O)c1	92
CCN(CC)C(=O)CN(c1cc(Cl)ccc1OC)S(C)(=O)=O	97
CCCOc1ccc2[nH]cc(C(=O)O)c(=O)c2c1	136
Cc1nn2c(CN(C(=O)c3ccco3)c3ccccc3)nnc2c2ccccc12	85
O=C(/N=C1\NC(=O)C(F)(C(F)(F)F)S1)NC1CCCCC1 (centres undefined)	90

Source: PubChem (SRMLSC)
